M1 PAM parental: nonselective activator or artifact in parental CHO-K1 calcium assay; ATP EC20, Fluo-8 calcium fluorescence; 0% at ATP EC20, 100% at ATP max; activation, % at 3 µM; actives 0.02% (n = 360,000); AID 602247;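 active = activation above the run cutoff, the mean activation of all test compounds plus 3 SD, cut at about 40% in these data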;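 also: peak over basal fluorescence ratio in a 140 s read after ATP addition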
CHO parental Ca: counter-screen: ATP calcium response change in parental CHO cells; parental CHO-K1, ATP-induced calcium, Fluo-8 fluorescence; inhibition, % at 5.6 µM; actives 0.63% (n = 330,000);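 active = inhibition above that plate's mean sample inhibition plus 3 SD, cut at about 26% in these data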;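 also: 0% = ATP-challenged DMSO wells and 100% = DMSO wells without ATP; some compounds past the cut are filed as inactive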
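test system = CHO parental line | reagent = ATP stimulus | measured by = intracellular calcium via Fluo-8 no-wash fluorescent dye | control set = ATP and no-ATP DMSO wells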
CHRM1 antagonist: blocks human M1 muscarinic receptor; actives 1.3% (n = 360,000); P11229; inhibition, % at 3 µM; CHO-K1 hM1, Fluo-8 calcium fluorescence, ACh EC80 antagonist;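 active = percent inhibition above its own plate's cutoff, namely the mean of that plate's compound wells plus 3 SD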;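 also: peak over basal fluorescence ratio during 140 s after agonist addition; 0% = ACh EC80 plus DMSO and 100% = DMSO alone without agonist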
Target sequence (P11229 whole entry, looked up): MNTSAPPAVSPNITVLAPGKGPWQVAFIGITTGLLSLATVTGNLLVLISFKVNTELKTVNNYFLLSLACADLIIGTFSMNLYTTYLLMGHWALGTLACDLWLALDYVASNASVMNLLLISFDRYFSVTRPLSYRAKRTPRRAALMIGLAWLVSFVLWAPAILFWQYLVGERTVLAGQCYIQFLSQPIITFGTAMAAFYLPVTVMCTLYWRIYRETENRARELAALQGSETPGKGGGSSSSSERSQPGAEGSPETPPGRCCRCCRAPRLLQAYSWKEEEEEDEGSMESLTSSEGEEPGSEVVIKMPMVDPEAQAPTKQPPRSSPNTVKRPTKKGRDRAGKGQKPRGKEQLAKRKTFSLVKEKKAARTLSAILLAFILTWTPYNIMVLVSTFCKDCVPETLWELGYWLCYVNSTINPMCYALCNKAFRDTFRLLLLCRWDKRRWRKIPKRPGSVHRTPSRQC
CHO-K1 Ca antag: M1 antagonist counterscreen hit in parental CHO-K1 cells; ATP-induced calcium, Fluo-8 fluorescence; actives 0.6% (n = 360,000); inhibition, % at 3 µM;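 active = inhibition above a per-plate cutoff, the plate's mean sample inhibition plus 3 SD, cut at about 24% in these data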;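 also: 0% = DMSO plus EC80 ATP and 100% = DMSO alone without ATP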
CHRM1 PAM: potentiates human M1 receptor response to acetylcholine. activation, % at 3 µM. P11229. actives 0.088% (n = 360,000). CHO-K1 hM1, Fluo-8 calcium fluorescence, ACh EC20; 0% = ACh EC20, 100% = maximal ACh; in the data active = activation above about 19%, passing the limit was not always enough
M1 ag: human M1 muscarinic receptor agonism. P11229. CHO-K1 hM1, Fluo-8 calcium fluorescence, agonist mode; 0% DMSO, 100% acetylcholine EC100. activation, % at 3 µM. actives 0.33% (n = 360,000);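 active = activation above the run's mean compound activation plus 3 SD, cut at about 16% in these data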;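 also: peak over basal fluorescence ratio within a 140 s kinetic read after compound addition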
TAAR1 agonist: human TAAR1 agonism. Q96RJ0. CHO RD-HGA16 TAAR1, Fluo-8 calcium fluorescence; vehicle wells 0%, saturating PEA agonist 100%. activation, % at 3 µM. actives 0.99% (n = 360,000). AID 624467;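 active = activation above the mean activation of all test compounds in the run plus 3 SD, cut at about 38% in these data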
Target sequence (Q96RJ0 whole entry, looked up): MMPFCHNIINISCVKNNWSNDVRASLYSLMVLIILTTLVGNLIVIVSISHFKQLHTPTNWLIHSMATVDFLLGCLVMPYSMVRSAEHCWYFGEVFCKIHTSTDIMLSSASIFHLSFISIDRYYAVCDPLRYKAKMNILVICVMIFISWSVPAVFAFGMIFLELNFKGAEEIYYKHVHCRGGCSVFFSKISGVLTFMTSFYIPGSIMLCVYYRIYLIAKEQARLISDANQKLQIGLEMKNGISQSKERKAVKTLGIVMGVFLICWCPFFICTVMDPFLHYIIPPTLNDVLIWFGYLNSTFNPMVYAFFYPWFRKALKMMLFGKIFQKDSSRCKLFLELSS
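Repeats: no replicates (n 1) | Material: CHO-derived RD-HGA16 cells with stable Gα16 and human TAAR1 | Technique: Kinetic Fluo-8 calcium fluorescence | Schedule: 17-24 h seeding, 75 min 37 °C dye, 30 min RT | Evaluation: % activation from peak over basal fluorescence ratio, DMSO-to-PEA scaled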
M1 ag parental: nonselective activator or artifact in parental CHO-K1 cells | Fluo-8 calcium fluorescence; scaled to maximal ATP response, vehicle zero | activation, % at 3 µM | actives 0.48% (n = 360,000) | AID 602248; in the data active = activation above about 15%;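 also: untransfected CHO-K1 host cells lacking M1 receptor as counterscreen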
TAAR1 antagonist: human TAAR1 antagonism | inhibition, % at 3 µM | CHO RD-HGA16 TAAR1, Fluo-8 calcium fluorescence, antagonist | Q96RJ0 | actives 1.5% (n = 360,000) | AID 624466;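 active = inhibition above a per-plate cutoff, the mean inhibition of test compounds on that plate plus 3 SD, cut at about 49% in these data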;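 also: 0% = DMSO plus EC80 beta-PEA response and 100% = DMSO alone without agonist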
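Test system – hTAAR1-expressing CHO RD-HGA16 cells, Gα16-coupled · Also added – β-PEA at EC80 concentration, post-compound challenge · Compound – 3 µM, single point · Incubation – dye loading 75 min at 37 °C, then 30 min room temperature · Measured by – Fluo-8 intracellular calcium dye fluorescence, real-time kinetic reads · Benchmarks – vehicle and agonist controls · Replicates – singlicate, one well per test compound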
Starred values were filed as active, the others as inactive; . = not tested or not shown. Not a hit list; overall some 4.4% were active at least once.

SMILES | M1 PAM parental | CHO parental Ca | CHRM1 antagonist | CHO-K1 Ca antag | CHRM1 PAM | M1 ag | TAAR1 agonist | M1 ag parental | TAAR1 antagonist
Cc1cc(C)c(Nc2cc(S(=O)(=O)O)c(N)c3c2C(=O)c2ccccc2C3=O)c(C)c1 | 4 | 8 | -5 | -8 | 3 | -3 | 6 | -0.3 | 13
CC(=O)Oc1ccccc1Cn1c(C)c(C(=O)N(C)Cc2ccc(F)cc2)sc1=O | 0 | . | 7 | 10 | -6 | 2 | 3 | 2.2 | 30
CC(C)(C)NC(=O)Cn1nnc(-c2ccc(Cl)cc2)n1 | 16 | 2 | -6 | -22 | 9 | -1 | 5 | 1.4 | 12
CN1CCN(c2ccc(C(F)(F)F)cc2NC(=O)c2ccco2)CC1 | 10 | -3 | 3 | -11 | -3 | -4 | 5 | 2.4 | -17
CCOc1ccc(CCNC(=O)c2sc3nc4n(c(=O)c3c2C)CCC4)cc1OCC | -1 | -5 | -5 | -9 | 6 | -4 | 0 | 1.2 | -11
COc1ccc(/C=N\NC(=O)COc2ccccc2Cl)cc1Cn1nc(C)cc1C | 8 | 7 | -5 | -7 | 1 | -3 | 5 | 1.7 | 3
CCCOc1ccc(C2/C(=C(/O)c3ccc(F)cc3)C(=O)C(=O)N2CCCN(C)C)cc1 (stereo unspecified) | -5 | 0 | 9 | -9 | -2 | -3 | 4 | -0.1 | 5
O=C(CSc1nnc(-c2cccs2)n1-c1ccccc1)N1CCCc2ccccc21 | 22 | -25 | 5 | -7 | 1 | -3 | 9 | 0.8 | 21
Cc1cc(OCC(=O)Nc2ccc(N3CCCC3)cc2)cc(C)c1Cl | 5 | -14 | 58* | -8 | -22 | -5 | -1 | 0.5 | -7
O=C(CSc1nnc(C2CC2)n1Cc1ccccc1)NCc1ccccc1 | 12 | -20 | -1 | 3 | 3 | -4 | 16 | 0.2 | -14
Cc1nc(N)c(Cc2ccccc2F)c(N)n1 | -7 | 7 | 1 | 12 | 3 | -12 | 5 | -0.3 | 12
Nc1ccc(-c2nnc(-c3ccc(N)cc3)o2)cc1 | 9 | -7 | -2 | -4 | 3 | -7 | -1 | -0.3 | -11
O=C(CNC(=O)c1ccco1)N/N=C/c1cc(Br)ccc1O | 5 | -7 | -24 | -13 | 11 | 1 | 25 | 2.8 | -12
CCN(CC)CCn1c(SCC(=O)NCCC2=CCCCC2)nc2c(sc3ccccc32)c1=O | 6 | -24 | -11 | 2 | 9 | -9 | 0 | 0.7 | -12
CCOc1ccccc1N(CC(=O)Nc1ccc(OC)cc1)S(=O)(=O)c1ccccc1 | 7 | -24 | -11 | -6 | 2 | -5 | 1 | 2.0 | 20
Cc1cc(Nc2nc3ccccc3nc2Cl)n(-c2ccc([N+](=O)[O-])cc2)n1 | 15 | -1 | -4 | -6 | 6 | -5 | 3 | 1.4 | 2
COc1ccc(C(=O)NC(=S)Nc2cccc3cc(O)ccc23)cc1OC | -6 | -2 | -7 | -3 | 2 | 3 | 11 | 1.8 | -6
Cc1ccc(-n2ncc3c(N4CCC(C(N)=O)CC4)ncnc32)c(C)c1 | -4 | -6 | -1 | -2 | -3 | -3 | 4 | 0.0 | 2
O=S(=O)(Cc1cc(Cl)nc(-c2cccnc2)n1)c1ccccc1 | -10 | -13 | -2 | -11 | -1 | -2 | . | 0.5 | .
COc1ccc(OCc2cc(C(=O)N3C[C@@H](C)O[C@@H](C)C3)no2)c(Cl)c1 | -14 | -12 | 5 | 1 | -1 | 2 | 3 | 1.7 | -12
Cc1csc2c(=O)sc(NC(=O)c3ccc(F)cc3)nc12 | 21 | -1 | 0 | -9 | 4 | -4 | 1 | 0.4 | -17
COc1ccc(CNC(=O)C(=O)N2CCC3(CC2)OCCN3S(=O)(=O)c2ccc(C)cc2)cc1 | -8 | -19 | 12 | 11 | -5 | -5 | -1 | -0.1 | -3
O=Cc1cc(-c2ccccc2)[nH]c1-c1ccccc1 | 0 | 74* | 0 | -1 | -1 | -5 | 17 | -0.2 | 13
O=C(Nc1ccc(Cl)cc1)C1CCCN1C(=O)NCc1ccccc1 (stereo unspecified) | 17 | -28 | -8 | -10 | -2 | -14 | -3 | -0.2 | -12
COc1ccc(NC(=O)/C=C/c2ccccc2[N+](=O)[O-])c(OC)c1 | 9 | 2 | -6 | -1 | 5 | -5 | 3 | 0.0 | 8
COc1ccc(-n2cnc3c(cnn3CCC#N)c2=N)cc1 | -3 | -4 | 11 | -2 | -7 | -2 | 31 | 0.2 | 1
O=C(N/N=C/c1ccccn1)c1cc(-c2ccc(Cl)s2)[nH]n1 | -17 | -5 | 3 | -9 | -8 | -3 | 11 | 4.0 | 29
COc1ccc(C2C3=C(CCCC3=O)Nc3c(-c4ccccc4)c(C)nn32)cc1 (stereo unspecified) | 2 | -2 | 0 | -14 | -2 | -8 | . | 1.1 | .
CSc1ccc(-c2c(C#N)c(N)nc3c2c(C)nn3-c2ccccc2)cc1 | 10 | -2 | -9 | -14 | 7 | -3 | 8 | 0.0 | 0
Cc1ccccc1CNC(=O)c1ccccc1C(=O)O | 11 | -10 | -8 | 0 | 11 | 5 | 25 | 0.0 | -2
COc1cc(CNC(=O)c2cc(-c3ccc(OC)cc3C)n[nH]2)cc(OC)c1 | 23 | . | -9 | -13 | 3 | -3 | -2 | 1.1 | -34
O=C(CN1CCN(c2ccc(F)cc2)CC1)Nc1ccc2c(c1)OCCO2 | 8 | -9 | -13 | -2 | 19 | -2 | 1 | -0.1 | -10
CCOC(=O)C(CC)Sc1nc2c(c(=O)[nH]c(=O)n2C)n1C/C=C(/C)Cl (stereo unspecified) | 12 | -21 | -12 | -11 | 5 | -5 | 3 | 0.6 | -20
CN(C)c1nc(OCCNC(=O)COc2ccccc2Cl)nc(N(C)C)n1 | -22 | -27 | 6 | 16 | 1 | 0 | 2 | -0.2 | 13
O=C(NCCSCc1ccccc1)c1ccccc1 | 23 | -1 | -14 | -8 | 11 | -6 | 4 | 2.0 | 11
O=C(O)c1cccc(NC(=O)c2ccc3c(c2)C(=O)N(c2cccc([N+](=O)[O-])c2)C3=O)c1 | -22 | 7 | -1 | -5 | 0 | 0 | -1 | 0.4 | 9
Cn1c(=O)c2cc(NC(=O)NCc3ccc(Cl)cc3Cl)ccc2n1Cc1ccc(F)cc1 | -1 | . | 14 | 3 | -14 | -6 | 0 | 1.2 | 3
CN(C(=O)c1cccc(NC(=O)Cc2ccc(NC(=O)C3CCCN(C(=O)C4CCCC4)C3)cc2)c1)C1CC1 (stereo unspecified) | 0 | . | -10 | -5 | 4 | -4 | 1 | 0.2 | -8
Cc1cccc(-c2oc3ccccc3c2C#CCCO)c1 | 3 | 8 | 19 | -10 | -1 | -6 | 9 | 0.3 | 11
S=C(NCc1ccccc1)NCc1ccco1 | 5 | . | -4 | 7 | 3 | 1 | 6 | 0.2 | -31
O=C(O)C(c1ccccc1)C(O)C1CCCC1 (stereo unspecified) | 18 | . | -5 | -2 | 3 | -3 | 0 | 0.1 | 14
CCCOc1ccc(C(=O)NNC(=S)NC(=O)c2cccs2)cc1 | -29 | 64* | 78* | 44* | -25 | 92* | 159* | 87* | 106*
CCN(CC)CCN1CNC(=S)NC1 | -13 | . | -8 | 9 | 10 | -3 | 3 | -0.8 | -8
CCOC(=O)[C@]12CCC=C1N(Cc1cccc3ccccc13)C(=O)[C@H](CC(=O)NCc1cccc(C(F)(F)F)c1)C2 | -3 | . | . | -7 | . | . | 3 | 0.2 | -5
Cc1cc2nc3ccc(N(C)C)cc3nc2cc1N | 0 | -13 | 6 | 1 | 1 | 1 | 1 | 0.7 | 5
O=C(c1cc(COc2ccc(F)cc2F)on1)N1CC2C[C@@H]3CC1C[C@H](C2)C3 | 21 | -6 | 7 | -13 | -13 | -3 | -3 | 5.2 | -11
Cc1cc(Cl)ccc1NC(=S)NCc1cccs1 | 12 | -27 | -21 | -3 | 0 | -4 | 7 | 2.1 | 1
CCCCc1cc(=O)oc2cc(C)cc(OCC(=O)Nc3ccccn3)c12 | 4 | -18 | 1 | 10 | 7 | 1 | -1 | -0.2 | -19
O=C(/C=C/c1ccc([N+](=O)[O-])cc1)NCCSCc1ccco1 | 25 | -7 | -6 | -7 | 8 | -8 | 0 | 3.3 | 8
Cc1ccc(CNc2oc(-c3ccco3)nc2S(=O)(=O)c2ccccc2)cc1 | 9 | 7 | -5 | -16 | 10 | -2 | 5 | 0.3 | -14
Cc1nn2c(C)c(C(=O)Nc3ccccc3)cnc2c1C#N | 7 | -5 | -32 | -8 | 3 | 1 | 13 | 6.9 | 53*
Cc1nc(-c2ccccc2)sc1C1(C)CC(c2c(Cl)cccc2Cl)=NO1 (stereo unspecified) | 20 | -5 | 0 | -35 | 0 | -1 | 2 | 0.9 | 28
Cc1cc(=S)c2ccccc2[nH]1 | 0 | -18 | 8 | -3 | -5 | -3 | 1 | -0.2 | -8
CCOC(=O)CSc1nc(N)c(C#N)c(-c2ccc(OCC)cc2)c1C#N | 19 | 2 | 0 | -6 | 1 | -7 | 9 | 3.0 | 33
NS(=O)(=O)c1ccc(NC(=O)c2ccccc2C(=O)N2CCCCC2)cc1 | 4 | -1 | 3 | 2 | 4 | -3 | 10 | 0.4 | -3
Cc1ccc(/C=C2\SC(=S)N(CCC(=O)NNC(=O)c3ccc(O)cc3)C2=O)cc1 | 8 | 17 | 24 | 3 | -2 | -1 | 0 | 1.8 | 6
CS(=O)(=O)N(Cc1nc(-c2ccc(F)cc2)no1)c1ccccc1Cl | -5 | -16 | 1 | -8 | 2 | -6 | 5 | 0.2 | 4
CC(=O)Nc1nc(C2CC2)cc(-c2ccccc2)c1C#N | 10 | -9 | 2 | 0 | 11 | -8 | 3 | 0.4 | -5
CC(Cn1cnc2ccccc21)C(=O)O (stereo unspecified) | 9 | 4 | -13 | -14 | 11 | -4 | 20 | 0.2 | -12

Random excerpt: four compounds from above.
SMILES | M1 PAM parental | CHO parental Ca | CHRM1 antagonist | CHO-K1 Ca antag | CHRM1 PAM | M1 ag | TAAR1 agonist | M1 ag parental | TAAR1 antagonist
O=C(CN1CCN(c2ccc(F)cc2)CC1)Nc1ccc2c(c1)OCCO2 | 8 | -9 | -13 | -2 | 19 | -2 | 1 | -0.1 | -10
CS(=O)(=O)N(Cc1nc(-c2ccc(F)cc2)no1)c1ccccc1Cl | -5 | -16 | 1 | -8 | 2 | -6 | 5 | 0.2 | 4
CC(Cn1cnc2ccccc21)C(=O)O (stereo unspecified) | 9 | 4 | -13 | -14 | 11 | -4 | 20 | 0.2 | -12
CCOC(=O)[C@]12CCC=C1N(Cc1cccc3ccccc13)C(=O)[C@H](CC(=O)NCc1cccc(C(F)(F)F)c1)C2 | -3 | . | . | -7 | . | . | 3 | 0.2 | -5
